TDP1 block: inhibitors of human tyrosyl-DNA phosphodiesterase TDP1; recombinant TDP1, AlphaScreen DNA substrate cleavage; Potency, µM (top dose mostly 130 µM), without a hit: at the top dose activity change, negative = inhibition, actives largely listed as inhibitors; 350,000 tested, 0.28% active; AID 485290; further: nearly all actives have a fitted effect of over 40% in size
Target sequence (Q9NUW8 whole entry, looked up): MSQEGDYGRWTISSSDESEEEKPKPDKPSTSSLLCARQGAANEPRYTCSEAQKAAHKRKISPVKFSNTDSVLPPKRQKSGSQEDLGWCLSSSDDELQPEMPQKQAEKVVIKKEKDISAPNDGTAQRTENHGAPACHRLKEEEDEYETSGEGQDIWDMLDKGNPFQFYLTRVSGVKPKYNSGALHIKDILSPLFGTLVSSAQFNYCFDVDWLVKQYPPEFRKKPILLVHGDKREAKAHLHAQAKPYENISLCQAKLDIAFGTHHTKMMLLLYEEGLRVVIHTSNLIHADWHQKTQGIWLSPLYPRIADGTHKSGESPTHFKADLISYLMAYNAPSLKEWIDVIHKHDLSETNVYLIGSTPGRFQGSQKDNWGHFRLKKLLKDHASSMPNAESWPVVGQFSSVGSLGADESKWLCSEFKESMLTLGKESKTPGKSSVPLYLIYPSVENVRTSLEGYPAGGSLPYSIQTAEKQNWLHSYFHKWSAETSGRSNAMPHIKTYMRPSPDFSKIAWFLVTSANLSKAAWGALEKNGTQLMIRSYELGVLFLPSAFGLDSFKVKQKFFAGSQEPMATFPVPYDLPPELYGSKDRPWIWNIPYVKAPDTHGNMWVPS
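AlphaScreen read-out: signal falls as enzyme removes the 3' tyrosine-FITC from a 5'-biotinylated DNA oligo (15 nM, 5 min, RT). Enzyme was E. coli-made recombinant Tdp1 at 1 nM, exposed to compound for 15 min beforehand; beads 10 ug/ml, 10 min.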
TDP1 cell CPT: DT40-hTDP1 cell growth loss with CPT | AID 686979 | 420,000 tested, 12% active | chicken DT40 Tdp1-/-;hTDP1 cells + 20 nM CPT, ATP luminescence, 48 h | Potency, µM (top dose mostly 46.2 µM), without a hit: top-dose activity change, negative = growth inhibition, most hits filed as inhibitors; further: nearly all actives have a fitted effect of over 55% in size
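Chicken DT40 Tdp1-/- cells complemented with human TDP1, 400 cells/well, exposed to compounds plus 20 nM camptothecin for at least 48 h at 37 C; viability read as ATP content by CellTiter-Glo luminescence.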
DT40 TDP1 no CPT: qHTS for Inhibitors of human tyrosyl-DNA phosphodiesterase 1 (TDP1): qHTS in cells in absence of CPT; DT40 Tdp1-/- hTDP1 cells, no CPT, ATP luminescence, 48 h; Potency, µM (series often up to 46.2 µM), for inactives: top-dose activity change, negative = growth inhibition, actives largely listed as inhibitors; 420,000 tested, 15% active; AID 686978, 2013; further: nearly all actives have a fitted effect of over 55% in size
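Chicken DT40 Tdp1-/- cells complemented with human TDP1, screened without camptothecin (DMSO vehicle only), 400 cells/well. Compounds pin-transferred, cells incubated at 37 °C for at least 48 hr. Growth read as ATP-dependent luminescence (CellTiter-Glo, 30 min at RT).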
Active calls of the source: *; u = inconclusive; x = not tested or not shown; [ ] = dose if it differs, or a comment. The call rests on the fitted dose curve; in most records, active means well fitted curve in the direction sought with a large enough effect; inconclusive means small, poorly fitted or top-dose-only effect, or another doubt; inactive means no such curve, though single readings can be large; an effect the other way counts as inactive or inconclusive. On the % scale 0 is the no-effect control and ±100 the full control effect; potency means the concentration at half of the fitted maximal effect.

SMILES | TDP1 block | TDP1 cell CPT | DT40 TDP1 no CPT
CNC(=S)N1C2CCCC1CC(NC(=O)c1ccc(F)cc1)C2 (stereo not given) | 1% | 1% | -3%
Cn1c(NCCCO)nc2ccccc21 | 3% | -4% | 6%
Clc1ccc(CSc2ncnc3c2ncn3C2CCCCO2)cc1 (stereo not given) | x | u | 16µM*
CCc1cccc(NC(=O)c2nc(-c3ccncc3)no2)c1 | 4% | u | -19%
CCCn1c(C)cc(-c2csc(NC(=O)CCc3nc4ccccc4c(=O)[nH]3)n2)c1C | x | 23µM* | u
Cc1cc(C(=O)Nc2cc(C)n(Cc3ccc(Cl)cc3)n2)no1 | 3%[56.1 µM] | -27% | -10%
O=C(Nc1ccccc1)C1=C(O)CC(c2ccc(Cl)cc2)N2CCN=C12 (stereo not given) | 2% | u | 18µM*
CC(C)C(NS(C)(=O)=O)c1nnc2n1CCN(Cc1ccc(C#CC(C)(C)O)cc1)CC2 (stereo not given) | x | 3% | -24%
COc1cccc(N2CC(C(=O)Nc3nnc(SCC(=O)N4CCCC4)s3)CC2=O)c1 (stereo not given) | 2% | 6% | -4%
Cc1cc2cc(CN(CC3CCCO3)C(=S)NCc3ccco3)c(=O)[nH]c2cc1C (stereo not given) | 7% | u | 16µM*
CCC(Sc1nc2ccccc2c2nc(CCc3c(C)n[nH]c3C)nn12)C(=O)Nc1ccc(OC)cc1 (stereo not given) | 0% | u | u
Fc1ccc(C2=CSC3=NCCN23)cc1 | -10% | 8% | -11%
Cc1ccc(C)c(-n2c3nc(=O)[nH]c(=O)c-3cc3cc([N+](=O)[O-])ccc32)c1 | -1% | 1.2µM* | 0.82µM*
CCn1cc(C(=O)NCc2ccco2)c(=O)c2ccc(C)nc21 | x | -30% | u
COc1ccc(C(=O)OCCc2ccc(O)cc2)cc1 | 0% | -14% | -14%
NC(=O)Cn1c2[n+](c3ccccc31)CC(O)CS2 (stereo not given) | 6% | 2% | 1%
O=C(Cn1ncc2c([nH]c3ccccc32)c1=O)NCCc1ccccc1 | 0% | -11% | 5%
COc1nnc(-c2ccc(C)c(S(=O)(=O)NCCO)c2)c2ccccc12 | 10% | -4% | -3%
Cc1ccccc1-c1noc(-c2ccc(N3CCOCC3)c([N+](=O)[O-])c2)n1 | 9% | u | u
CC(CCl)n1c(=O)c2ccccc2n1C(=O)c1ccccc1 (stereo not given) | x | -21% | u
C=CC1(C)CN(Cc2ccco2)S(=O)(=O)c2c(F)cccc2O1 (stereo not given) | x | 18µM* | u
CCOc1ccc(S(=O)(=O)Nc2ccc3c(c2)c(C(C)=O)c(C)n3S(=O)(=O)c2ccc(OCC)cc2)cc1 | -5%[12.3 µM] | 21µM* | 5.2µM*
O=S1(=O)CC(O)C(NCc2ccco2)C1 (stereo not given) | 2% | 16% | 3%
COc1ccc(CNCc2ccc3c(c2)OCO3)c(OC)c1OC | 4% | u | u
COC(=O)c1ccc(S(=O)(=O)N(CCO)Cc2ccccc2)n1C | 1% | -10% | -8%
COc1cc2c(cc1OC)C(COc1ccc([N+](=O)[O-])cc1)NCC2 (stereo not given) | 6% | -29% | -20%
CCCNc1nc(-c2ccccc2)c(C(=O)OCC)cc1C#N | x | 2.9µM* | 2.9µM*
CC(=O)Nc1ccc(-c2ccnc3c2CC(C(=O)NCc2cccc(Cl)c2)O3)cc1 (stereo not given) | x | 3.7µM* | 2.3µM*
COc1ccc(Nc2oc(COc3ccccc3OC)nc2C#N)cc1 | 8% | -27% | -22%
O=C1OCCC1Sc1nnc(-c2ccccc2Br)n1Cc1ccccc1 (stereo not given) | 0% | -1% | 0%
CCOC(=O)c1ccccc1NC(=O)NCc1cccn1Cc1ccc(F)cc1 | 3% | 23µM* | 23µM*
O=C(N/N=C/c1c[nH]c2ccc(Br)cc12)C1CC1 | 3% | -13% | u
Nc1c(C(=O)Nc2ccc(OC(F)(F)F)cc2)sc2nc(-c3ccncc3)ccc12 | -3% | 10µM* | 6.5µM*
O=C(O)c1ccc(COc2ccccc2[N+](=O)[O-])o1 | u | 2% | 8%
CCC(=O)N1c2ccc(S(=O)(=O)N3CCN(C)CC3)cc2CC1C (stereo not given) | 0% | 5% | -9%
COc1ccc(CNc2c(CO)cnc3c2cnn3C)cc1 | 3% | 8.2µM* | u
O=C(O)c1oc2ccc(Br)cc2c1-n1cccc1 | 1% | u | -24%
COc1ccc(S(=O)(=O)N2CCCCC2)cc1 | 7% | -18% | -4%
CCCCN(CCCC)CCNC(=O)CN1C(=O)COc2ccc(S(=O)(=O)N3CCC(C)CC3)cc21 | 2% | u | u
CCN(CC(=O)NC1CCS(=O)(=O)C1)C(C)C(=O)Nc1ccc(F)cc1 (stereo not given) | -3% | -16% | -5%
COc1ccccc1NC(=O)CN(Cc1ccccc1)S(C)(=O)=O | 0% | -9% | 15%
CC(C)c1ccc(OC(=O)c2cccc(S(=O)(=O)N3CCN(C)CC3)c2)cc1 | 7% | u | 18µM*
CCOc1ccc(-n2c(C)nc3cc(C(=O)NCCCN4CCOCC4)ccc32)cc1 | 8% | -20% | -2%
COc1ccc(CCNC(=O)c2ccc(=O)[nH]n2)cc1OC | 3% | -15% | -11%
Cc1ccc(NC(=O)c2ccc(-c3nn(C)c(=O)c4ccccc34)cc2)c(C)c1 | 5% | u | -17%
COC(=O)c1ccccc1N1C(=O)[C@@H]2C(c3ccc(Br)cc3)=NO[C@@H]2C1=O | 4% | 3% | 5%
CC1(C)CC(=O)c2cc3c(N)c(C(=O)NCc4ccccc4)sc3nc2C1 | 5% | 1% | u
CC(C)(C)c1ccc(C(=O)N/C(=C/c2cccs2)C(=O)NCc2ccco2)cc1 | 5% | u | u
CCCc1nc2ccccc2c(=O)n1/N=C/c1c(C)[nH]n(-c2ccc(C)cc2)c1=O | 12% | 21µM* | 12µM*
CCOc1ccccc1CNC(=O)CN1C(=O)CCc2cc(S(=O)(=O)N3CCCCC3)ccc21 | -1% | u | 21µM*
CCOC(=O)CNC(=O)N1CCCC(C(=O)c2ccc3c(c2)OCO3)C1 (stereo not given) | 1% | 0% | 2%
COc1cccc(NC(=O)CN(C)CC(=O)Nc2ccc(C)c([N+](=O)[O-])c2)c1 | x | u | 10µM*
CCn1nc(NS(=O)(=O)c2ccc([N+](=O)[O-])cc2)c2cc3ccccc3nc21 | 7% | -18% | 10%
O=C1N[C@H](Cc2ccccc2)COC(=O)[C@H](Cc2ccc(F)cc2)CC/C=C/C[C@@H]1CC(=O)N(CCO)Cc1ccccc1 | 1% | 10µM* | u
O=C(NCc1ccccc1)Nc1cccn(Cc2ccc(Cl)cc2)c1=O | 6% | 2% | -10%
CN(Cc1nccn1C)C(=O)c1ccc2nc(Cc3ccccc3F)oc2c1 | 1% | -3% | 18%
COc1ccc2c(c1)C(O)C(CO)C(C(=O)O)C2 (stereo not given) | x | 11% | -6%
Cc1ccc(-c2csc(NC(=O)c3ccc([N+](=O)[O-])o3)n2)cc1 | 6% | u | u
O=C(CN1CCCCC1)Nc1ccc(C(F)(F)F)cc1Cl | 3% | -16% | u
CN1CCN(NC(=O)/C=C/c2ccc(Br)cc2)CC1 | 3% | 1% | -5%

(list continues)
SMILES | TDP1 block | TDP1 cell CPT | DT40 TDP1 no CPT
Cn1nc(C(=O)NNC(=O)c2cccc(Cl)c2)ccc1=O | 0% | 13% | 0%
Cc1cccc(NC(=O)CN2C(=O)CCS(=O)(=O)c3ccccc32)c1C | 2% | -9% | 25%
COc1ccccc1CNC(=O)c1cc(S(=O)(=O)N2CCCCCC2)cn1C | 8% | -10% | -17%
CCn1c(SCc2cccc(C)c2)nnc1-c1ccccc1 | 1% | u | u
COc1ccc(S(=O)(=O)n2c([N+](=O)[O-])cnc2C)c(C)c1C | x | 2% | -5%
CN1/C(=C\C(=O)Nc2ccc(Cl)cc2)C(C)(C)c2ccccc21 | 4% | u | u
CCCn1c(SCC(=O)Nc2cc(S(=O)(=O)N3CCCCC3)ccc2C)n[nH]c1=O | 0% | 1% | 6%
Cc1ccccc1-n1ncc2c1CC(C)(C)CC2NC(=O)c1ccncc1 (stereo not given) | 1% | -10% | -20%
COCCOc1cc(Nc2nnc(C(F)(F)F)s2)c(Cl)cc1Cl | -6% | -28% | -28%
CC(C)C[C@H](NC(=O)c1nc[nH]c1C(=O)N1CCNCC1)C(=O)OCc1ccccc1 | -10% | u | -13%
COc1ccc(-c2noc(COc3cc(C)c(Br)c(C)c3)n2)cc1OC | 5% | -29% | -27%
CCOC(=O)C1=C(O)CCn2c1nc1ccccc12 | 1% | 2% | -16%
COC(=O)CSc1cc(C(F)(F)F)nc(-c2ccccn2)n1 | 5% | -4% | 15%
COC(=O)N/N=C/c1cc(C)n(-c2ccc(Br)cc2)c1C | 5% | -22% | u
COC(=O)[C@@]12C[C@@H](CC(=O)NCC34CC5CC(CC(C5)C3)C4)C(=O)N(CCc3ccc(OC)c(OC)c3)C1=CCC(C)(C)C2 | x | 16µM* | 15µM*
O=C(c1cc(COc2ccc3ncccc3c2)on1)N1CCC(O)CC1 | 6% | 16µM* | 8.2µM*
CCC(=O)c1cn(CC(=O)Nc2ccccc2)c2ccccc12 | x | -27% | -7%
CNC(=O)C(=O)NCCc1ccc(Cl)cc1 | 0% | 6% | -1%
COc1cccc(N2CCN(C(=O)c3ccc(N4C(=O)NC5CC4(C)Oc4ccccc45)cc3)CC2)c1 (stereo not given) | 4% | -5% | -26%
COc1ccc(S(=O)(=O)N(C)C)cc1NC(C)C(=O)Nc1cccc(C#N)c1 (stereo not given) | 7% | -2% | -7%
COc1ccc(-c2ccnc3nc(N4CCOCC4)nn23)cc1 | 4% | -9% | -11%
O=C(NNC(=O)c1ccccc1OCc1ccc(F)cc1)c1ccccc1O | -3% | 6.5µM* | 5.2µM*
O=C(/C=C/c1ccc(OCCCF)cc1)N1CCOCC1 | x | -1% | 2%
COc1cccc(OC)c1C(=O)NCCc1sc(-c2cccc(F)c2)nc1C | 3% | u | u
N#Cc1nc(-c2ccccc2)oc1NCCCn1ccnc1 | 4% | 0% | 15%
Cc1ccc(C(=O)c2oc3ccccc3c2NC(=O)c2cc(-c3ccccc3O)n[nH]2)cc1 | 1% | 26µM* | 10µM*
CC(C)(C)NC(=O)C(c1ccccn1)N(C(=O)c1csnn1)C1CCCC1 (stereo not given) | x | 1% | u
O=C(NCCCN1CCOCC1)c1cc(S(=O)(=O)N2CCCCC2)ccc1Cl | x | -7% | -27%
CCCn1nc(C(=O)NNC(=O)CSCC(=O)Nc2cc(C)on2)c2ccccc2c1=O | 0% | -12% | -5%
O=S(=O)(NCc1ccccc1)c1ccc(Br)c2nsnc12 | 5% | 4% | -26%
Cc1nc2ccc(NS(=O)(=O)c3ccccc3Cl)cc2s1 | 1% | u | u
S=C(Nc1ccccn1)c1ccccn1 | 8% | 0.92µM* | 0.92µM*
CC(O)(COc1ccccc1)c1ccc2c(c1)CN(Cc1ccc3nsnc3c1)CCO2 (stereo not given) | x | -2%[9.04 µM] | -26%
CCOC(=O)C1=C(O)C(Nc2nc3ccccc3s2)(C(F)(F)F)N=C1C (stereo not given) | 2% | -15% | u
CCn1cc(C(=O)NCCc2ccccc2)c(=O)c2cc(S(=O)(=O)N3CCCC3)ccc21 | 8% | u | 18µM*
CCc1ccc(Nc2nnc(SCC(=O)N(C)C3CCS(=O)(=O)C3)s2)cc1 (stereo not given) | 5% | u | -1%
Cc1ccc(S(=O)(=O)c2nnn(CC(=O)Nc3ccccc3C)c2N)cc1C | -6% | u | 15µM*
O=C(CSc1nc2c(oc3ccccc32)c(=O)n1-c1ccccc1)Nc1ccccc1F | -2% | u | u
CCc1cccc(OCC(=O)Nc2ccc(S(=O)(=O)Nc3ncccn3)cc2)c1 | x | -1% | 3%
C=CCNc1cnn(CC(C)=O)c(=O)c1Br | 0% | -15% | -6%
CN1CCN(C(=O)c2ccc3c(c2)N(Cc2ccccc2F)C(=O)c2ccccc2S3=O)CC1 (stereo not given) | x | u | -38%
CC(C)(C)Cc1c(-c2ccc(F)cc2)nc2ccc(Br)cn12 | x | u | 16µM*
c1ccc(CSc2nnc(SCc3ccccn3)s2)nc1 | 6% | -28% | -4%
CCOc1ccc(/C=N/NC(=O)c2[nH]ncc2Br)c(O)c1 | -3% | 5.2µM* | 5.2µM*

Single records, from the list above. Values in the order: TDP1 block, TDP1 cell CPT, DT40 TDP1 no CPT
`Cc1ccc(S(=O)(=O)c2nnn(CC(=O)Nc3ccccc3C)c2N)cc1C` as listed: -6%, u, 15µM*
`CN1CCN(C(=O)c2ccc3c(c2)N(Cc2ccccc2F)C(=O)c2ccccc2S3=O)CC1` (stereo not given) as listed: x, u, -38%
